Rac1 mut GTP = GTP binding modulators of activated mutant Rac1, primary screen, biochemical, bead-based flow cytometry, multiplex, fluorescent GTP | Ras-related C3 botulinum toxin substrate 1 (Homo sapiens), P63000 | GST-Rac1 activated beads; actives lie on both sides; 100% means binding = to untreated wells | percent activity (GTP binding), % at 10 µM | 190,000 tested, 0.11% active;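 active = GTP binding at least 20 percentage points away from the 100% baseline, in either direction, so actives lie on both sides; inconclusive = Compound likely fluorescent itself, or too few beads counted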
Avidin fluor = green autofluorescence of compounds with avidin beads – biophysical, 488/530 nm, flow cytometry, artefact control, profiling panel | compound fluorescence 488/530 nm; hits give high values | fluorescence (KMESF) at 10 µM | 220,000 tested, 0.38% active; in the data active = fluorescence above about 47; note: inactives centre near 10
Rac1 wt modul = wildtype Rac1 GTP binding modulators, primary screen, biochemical, GST-Rac1 beads, flow cytometry, multiplex. fluorescent GTP binding; actives lie on both sides; 0 = cold GTP competed, 100 = untreated. Ras-related C3 botulinum toxin substrate 1 (Homo sapiens), P63000. 190,000 tested, 0.27% active. GTP binding activity (% of control), % at 10 µM;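 active = GTP binding activity at least 20 points away from the 100% control level, either lower or higher; inconclusive = compound flagged as likely green fluorescent, judged across all proteins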
Pf gamet viab = late stage P. falciparum gametocyte viability inhibitors, primary screen, ATP luminescence, HTS; P. falciparum stage V gametocytes, 24 h; inhibition, % at 10.9 µM; 150,000 tested, 0.065% active;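 active = inhibition above the mean plus 3 SD of compounds within the control limits, set per campaign, cut at about 38% in these data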;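 note: 0% = DMSO wells and 100% = medium only without gametocytes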
GSH bead fluor = compound fluorescence on glutathione beads, profiling panel, artefact control, biophysical, 488/530 nm, flow cytometry | GSH beads flow cytometry, compound fluorescence 488/530 nm; hits give high values | fluorescence (KMESF) at 10 µM | 190,000 tested, 0.25% active | AID 1776, 2009; in the data active = fluorescence above about 89;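 note: glutathione beads carrying GST-tagged Bcl family fusion proteins plus one bare bead set; values are compound well signal with DMSO vehicle wells as background; inactives centre near 16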
HRas wt GTP = modulators of GTP binding to HRas wildtype, primary screen, biochemical, bead-based flow cytometry, multiplex; GST-Ras wt beads, Bodipy-FL-GTP binding; actives lie on both sides; GTP binding activity, % at 10 µM; 190,000 tested, 0.14% active;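 active = GTP binding activity at least 20% away from the 100% baseline, either lowered as inhibitor or raised as activator; inconclusive = flagged as likely green fluorescent, judged across all proteins in the well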;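 note: 0% = unlabeled GTP competition control and 100% = no-compound control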
Target sequence (P01112 whole entry, looked up): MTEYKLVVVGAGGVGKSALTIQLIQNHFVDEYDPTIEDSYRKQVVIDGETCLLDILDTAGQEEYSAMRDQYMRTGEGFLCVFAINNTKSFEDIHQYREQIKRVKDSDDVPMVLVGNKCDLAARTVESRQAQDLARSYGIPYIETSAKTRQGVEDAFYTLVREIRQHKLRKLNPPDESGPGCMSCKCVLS
Mcl1-Noxa inh = Mcl-1/Noxa binding inhibitors, primary screen, biochemical, TR-FRET, 1536-well | Induced myeloid leukemia cell differentiation protein Mcl-1 (Homo sapiens), Q07820 | TR-FRET Mcl-1/Noxa peptide binding, 2 h | inhibition, % at 21.7 µM | 220,000 tested, 1.5% active | AID 1022, 2008;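 active = compounds that cut the protein-peptide binding signal by more than 50% relative to plate controls in a single-dose test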;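 note: His-tagged Mcl-1 with rhodamine Noxa BH3 peptide and terbium anti-His antibody; 0% = Mcl-1 plus Noxa peptide wells and 100% = peptide-only wells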
Target sequence (Q07820 whole entry, looked up): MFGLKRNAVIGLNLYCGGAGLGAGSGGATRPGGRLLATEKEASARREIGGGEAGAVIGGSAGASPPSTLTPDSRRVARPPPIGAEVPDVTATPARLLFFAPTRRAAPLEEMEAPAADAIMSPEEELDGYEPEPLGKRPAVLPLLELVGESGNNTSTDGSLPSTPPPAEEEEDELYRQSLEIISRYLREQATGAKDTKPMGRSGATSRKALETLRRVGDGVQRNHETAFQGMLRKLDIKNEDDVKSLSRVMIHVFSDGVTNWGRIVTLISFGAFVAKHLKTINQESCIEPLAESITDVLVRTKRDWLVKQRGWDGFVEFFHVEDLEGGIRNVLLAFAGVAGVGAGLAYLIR
Rab2 wt GTP = modulators of GTP binding to Rab2A wildtype, primary screen, biochemical, dog, bead-based flow cytometry, multiplex. Ras-related protein Rab-2A (Canis lupus familiaris), P61105. GST-Rab2 wt beads, Bodipy-GTP binding. GTP binding activity, % at 10 µM. 190,000 tested, 0.19% active;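 active = GTP binding activity at least 20 points away from 100%, either lowered or raised; inconclusive = signal likely due to the compound's own green fluorescence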;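 note: 0% = beads with excess unlabeled GTP and 100% = no-compound control corrected for plate trend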
Rab7 wt GTP bind = modulators of GTP binding to Rab7, primary screen, biochemical, wildtype, multiplex bead flow cytometry | Rab7 GTPase wild type (dog), Bodipy-FL-GTP binding | GST-Rab7 beads, fluorescent GTP binding; actives lie on both sides; untreated = 100%, excess cold GTP = 0% | GTP binding activity (percent of control), % at 10 µM | 190,000 tested, 0.055% active | AID 758, 2007;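 active = fluorescent GTP binding to Rab7 beads changed by at least 20 points from the 100% baseline, either direction, mostly lower; inconclusive = compound itself probably fluorescent, or too few beads counted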;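 note: median green fluorescence of bound Bodipy-FL-GTP per Rab7 bead population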
Mcl1 Bid PPI = Mcl-1/Bid binding inhibitors, primary screen, biochemical, TR-FRET, 1536-well | Induced myeloid leukemia cell differentiation protein Mcl-1 (Homo sapiens), Q07820 | TR-FRET Mcl-1/Bid-Dy647 peptide binding | inhibition, % at 21.7 µM | 220,000 tested, 0.97% active | AID 1021, 2008;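 active = compounds that cut the binding signal by more than half at the single screening dose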;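 note: His-tagged Mcl-1 with europium anti-His antibody binding Bid BH3 peptide; 0% = Mcl-1 plus peptide wells and 100% = peptide-only wells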
Cdc42 wt GTP = modulators of GTP binding to wildtype Cdc42, primary screen, biochemical, multiplex bead flow cytometry, Bodipy-GTP; Cell division control protein 42 homolog (Homo sapiens), P60953; GST-Cdc42 beads; actives lie on both sides; percent activity (GTP binding), % at 10 µM; 190,000 tested, 0.2% active;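 active = percent activity GTP binding at least 20 points away from the 100% baseline, either down as inhibitor or up as activator; inconclusive = compound flagged as likely green fluorescent from well-wide comparison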;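 note: median bead fluorescence of bound Bodipy-FL-GTP at 100 nM; 0% = excess unlabeled GTP control and 100% = no compound control; below 100% means less GTP binding so inhibitor and above means activator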
Target sequence (P60953 whole entry, looked up): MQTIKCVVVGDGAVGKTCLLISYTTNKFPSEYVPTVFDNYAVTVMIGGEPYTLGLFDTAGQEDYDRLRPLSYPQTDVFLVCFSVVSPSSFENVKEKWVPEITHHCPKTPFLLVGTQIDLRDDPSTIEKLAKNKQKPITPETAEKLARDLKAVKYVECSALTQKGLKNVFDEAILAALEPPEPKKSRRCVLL
* marks the source's active call; other numbers are inactive results; u = inconclusive; x = not tested or not shown. Random draw from the library, and some 3% of all compounds hit somewhere here.

Compound	Rac1 mut GTP	Avidin fluor	Rac1 wt modul	Pf gamet viab	GSH bead fluor	HRas wt GTP	Mcl1-Noxa inh	Rab2 wt GTP	Rab7 wt GTP bind	Mcl1 Bid PPI	Cdc42 wt GTP
CC12CCC(C(=O)N(CC3CO3)C1=O)C2(C)C (stereo not given)	99.0	9	102.0	-9.3	10	97.0	-12.6	97.0	95.0	-10.4	98.0
CC(=O)Oc1ccc2oc(C)c(C(=O)N3CCOCC3)c2c1	101.0	25	112.0	x	21	102.0	13.1	101.0	102.0	-4.3	105.0
O=C(Nc1ccccc1OC(F)(F)F)c1ccc([N+](=O)[O-])cc1	95.0	12	100.0	-2.3	11	97.0	-8.0	99.0	104.0	10.7	99.0
CCCN(Cc1cc2ccc(C)cc2[nH]c1=O)C(=O)c1ccccn1	97.0	6	100.0	26.5	31	98.0	1.7	98.0	97.0	-11.7	98.0
Cc1cccc2sc(NC(=O)C3CCN(S(=O)(=O)c4cc([N+](=O)[O-])ccc4Cl)CC3)nc12	98.0	6	100.0	8.5	19	97.0	41.7	96.0	97.0	-78.1	101.0
Cc1cc(C)cc(C(=O)NCCCc2ccccc2)c1	99.0	6	102.0	8.3	12	100.0	0.8	102.0	102.0	-14.5	102.0
N/C(Cc1ccc(Cl)cc1)=N\OC(=O)c1ccccc1	99.0	13	108.0	-0.6	31	103.0	-6.5	102.0	106.0	-1.7	101.0
CN(C(=O)COC(=O)c1cncc(Br)c1)C1CCS(=O)(=O)C1 (stereo not given)	94.0	26	94.0	x	18	92.0	-1.4	95.0	88.0	-13.7	96.0
CCCn1c(SCC(=O)Nc2cccc(C)n2)nnc1-c1ccco1	101.0	33	105.0	-0.9	52	102.0	9.1	100.0	99.0	-9.2	103.0
Cc1ccc(NC(=O)CSc2nc3c(c(=O)[nH]2)CCC3)cc1C	97.0	21	106.0	x	15	101.0	-2.6	99.0	100.0	-20.6	100.0
COc1ccc2nc(NC3=NCCC3)sc2c1	101.0	11	105.0	x	16	105.0	-14.9	103.0	109.0	-6.7	106.0
COc1ccc(C(c2nnnn2C2CCCC2)N2CCN(C3CCCC3)CC2)cc1OC (stereo not given)	96.0	5	98.0	-35.6	42	98.0	3.7	95.0	96.0	-19.3	98.0
Cc1c(Cl)cccc1NC(CC(=O)c1ccccc1)C(=O)OCC(=O)c1cccs1 (stereo not given)	98.0	12	100.0	-5.1	20	99.0	3.5	96.0	100.0	0.5	98.0
COc1cccc(OC)c1C(=O)Nn1c(-c2cccs2)nc2ccccc2c1=O	97.0	11	102.0	7.8	14	98.0	27.7	100.0	100.0	-5.2	97.0
CCn1c2ccccc2c2cc(NC(=O)C(C)Oc3ccc(OC)cc3)ccc21 (stereo not given)	98.0	10	101.0	x	28	101.0	3.3	99.0	99.0	10.9	103.0
CCN(CC(O)Cn1c2ccccc2c2ccccc21)S(=O)(=O)c1ccc(C)cc1 (stereo not given)	99.0	11	104.0	6.5	9	101.0	-6.3	102.0	100.0	3.3	100.0
COc1ccccc1OCCNC(=O)/C=C/c1ccc([N+](=O)[O-])cc1	101.0	5	101.0	-12.8	13	101.0	25.5	100.0	101.0	9.7	101.0
COC(=O)C(=O)/C=C(\O)c1ccc(C)cc1	u	33	u	x	13	u	57.4*	u	u	-22.9	u
Cc1ccc(CN2CC(C(=O)Nc3cccc(S(=O)(=O)N4CCCCC4)c3)CC2=O)cc1 (stereo not given)	96.0	10	103.0	-4.7	5	102.0	5.7	98.0	97.0	-40.2	99.0
O=C(CNC(=O)c1ccccc1F)OCc1csc(-c2ccccc2)n1	94.0	9	97.0	-1.0	14	94.0	3.1	96.0	94.0	-27.4	95.0
Cc1cc(C)c2sc(C)[n+](CCCS(=O)(=O)[O-])c2c1	96.0	10	99.0	-1.6	18	95.0	16.3	95.0	97.0	-59.8	95.0
Cc1cc(=O)n2[nH]c(N)c(N=Nc3ccccc3)c2n1	93.0	2	88.0	x	3	93.0	28.2	90.0	96.0	-46.3	96.0
COc1nc(NCCN2CCOCC2)nc(Nc2ccccc2)n1	90.0	5	85.0	-4.4	57	90.0	0.1	91.0	97.0	-6.1	89.0
CC(C)C(c1nnnn1C(C)(C)C)N1CCC(Cc2ccccc2)CC1 (stereo not given)	100.0	4	105.0	-6.8	19	99.0	-9.5	97.0	97.0	2.0	101.0
O=C(COC(=O)COc1ccccc1[N+](=O)[O-])Nc1cccc(Br)c1	97.0	6	100.0	-14.9	12	96.0	9.5	96.0	92.0	1.4	96.0
Cc1nc(C)c(C(=O)C2=C(O)C(=O)N(CCCn3ccnc3)C2c2ccccc2)s1 (stereo not given)	100.0	20	101.0	-2.4	28	100.0	23.2	99.0	97.0	-6.8	100.0
CCC(C)N1CCN(S(=O)(=O)c2ccc(NC(C)=O)cc2)CC1 (stereo not given)	97.0	6	102.0	14.2	11	98.0	17.4	96.0	98.0	1.5	97.0
O=C(Nc1ccc2nc(-c3cccs3)c(-c3cccs3)nc2c1)N1CCOCC1	u	35	u	-46.3	9	u	12.5	u	u	-1.8	u
CCC(=O)Nc1ccc(N2CCN(Cc3ccccc3)CC2)cc1	101.0	31	104.0	x	14	105.0	-5.3	103.0	99.0	-46.2	108.0
COC(=O)C(C)Sc1nc2c(c(=O)n1-c1ccccc1)SCC2 (stereo not given)	103.0	32	107.0	x	20	101.0	9.4	105.0	97.0	-24.0	105.0
O=C(N/N=C/c1ccc([N+](=O)[O-])o1)c1cn(-c2ccccc2)nc1-c1ccc(F)cc1	91.0	9	82.0	x	15	84.0	65.5*	82.0	92.0	25.7	83.0
CC(C)(C)NS(=O)(=O)c1ccc(CCC(=O)Nc2ccc3c(c2)OCCO3)cc1	102.0	12	107.0	x	17	104.0	1.3	101.0	100.0	-34.3	99.0
CCCCNc1ncnc2c1cnn2-c1ccc(Cl)cc1	98.0	7	101.0	x	17	101.0	13.9	100.0	100.0	-7.2	100.0
COc1cccc(CN(C)CC(=O)Nc2c(C)cccc2C(C)C)c1	94.0	11	95.0	-0.3	11	93.0	6.4	96.0	94.0	-42.5	90.0
COc1ccc(-c2nn(-c3ccccc3)cc2C(=O)Nc2nc(CC(C)=O)ns2)cc1	96.0	36	100.0	x	14	99.0	-7.2	98.0	100.0	1.9	99.0
COc1ccc(N(CC(=O)NCc2cccc(OC)c2)S(=O)(=O)c2c(C)noc2C)cc1	101.0	9	107.0	-3.9	14	106.0	4.8	106.0	105.0	-8.9	102.0
O=C(Nc1nccs1)c1cccc(N2C(=O)C3C4C=CC(C4)C3C2=O)c1 (stereo not given)	100.0	11	103.0	7.3	5	100.0	15.8	100.0	95.0	-8.2	100.0
Cc1cc(C)c(C(=O)COC(=O)[C@H](C)Nc2ccc(C(F)(F)F)cc2[N+](=O)[O-])c(C)c1	102.0	7	101.0	-10.8	16	101.0	-3.6	99.0	101.0	-40.5	102.0
CCCCc1[nH]c(=O)c(C#N)c2c1CSC(C)(C)C2	98.0	10	101.0	x	27	99.0	5.8	98.0	100.0	-10.1	98.0
Cc1ccc(C(=O)n2nc(-c3ccco3)nc2N)cc1	99.0	14	99.0	x	69	102.0	-6.2	102.0	95.0	-6.4	102.0
Cc1oc(-c2ccccc2)cc1C(N)=O	100.0	28	103.0	x	22	101.0	0.8	100.0	97.0	-22.0	105.0
N/C(=N\OC(=O)CCC1CCCC1)c1ccccn1	98.0	6	104.0	24.8	9	98.0	4.8	98.0	100.0	3.3	99.0
Cc1n[nH]c(C)c1S(=O)(=O)NCCc1ccc(Cl)cc1	100.0	5	105.0	x	17	100.0	-0.8	100.0	101.0	-7.6	102.0
CCOC(=O)CSc1nc(N)c(C(=O)Nc2ccc(N(C)C)cc2)s1	100.0	6	107.0	11.2	11	103.0	90.2*	102.0	99.0	-49.6	104.0
O=C(Nc1nccs1)c1ccc(-c2ccc(F)cc2)o1	96.0	12	94.0	x	17	94.0	15.3	95.0	95.0	-10.2	95.0
O=C(c1cc2ccccc2oc1=O)N(c1ccc(Cl)cc1)C1C=CS(=O)(=O)C1 (stereo not given)	99.0	15	101.0	-0.2	5	98.0	12.4	97.0	97.0	-7.8	100.0
Cc1ccc(S(=O)(=O)N(C)c2c(C)ccc(S(=O)(=O)N3CCN(C=O)CC3)c2C)cc1	103.0	5	106.0	3.1	10	101.0	15.0	102.0	98.0	-14.9	103.0
Cc1ccc(N/C(N)=N/c2nc(CSc3ccccn3)cc(=O)[nH]2)c(C)c1	93.0	10	92.0	4.4	29	91.0	-6.8	93.0	91.0	5.2	95.0
CC(C)C(=O)Nc1ccc2nn(-c3ccccc3)nc2c1	91.0	12	87.0	-10.2	10	90.0	11.2	89.0	94.0	21.9	88.0
CCc1ccc(NC(=O)Cc2ccc(-n3cccc3)cc2)cc1	98.0	16	104.0	x	4	100.0	-9.1	98.0	100.0	-64.7	101.0

The list goes on.
Compound	Rac1 mut GTP	Avidin fluor	Rac1 wt modul	Pf gamet viab	GSH bead fluor	HRas wt GTP	Mcl1-Noxa inh	Rab2 wt GTP	Rab7 wt GTP bind	Mcl1 Bid PPI	Cdc42 wt GTP
Cc1cc(CSc2ccccc2)ccc1NC(=O)c1ccc(C)c([N+](=O)[O-])c1	101.0	7	103.0	x	8	99.0	9.6	103.0	95.0	-8.4	100.0
COc1cc(NC(=O)CSc2ncnc3scc(-c4ccccc4)c23)c(C(=O)O)cc1OC	92.0	11	96.0	-8.9	14	95.0	17.6	94.0	97.0	17.1	98.0
O=S(=O)(c1ccc(Cl)cc1)n1ccc(-c2cccc(OCc3c(F)cccc3Cl)c2)n1	104.0	14	106.0	x	27	107.0	21.9	107.0	99.0	2.3	108.0
Cc1cc(C)c(NC(=O)c2ccccc2CCc2ccccc2)c(C)c1	102.0	8	107.0	x	20	109.0	11.1	108.0	98.0	12.3	108.0

High-throughput results: PubChem, several laboratories
